# Mm-Cpn inhibitor: inhibitors of Methanococcus maripaludis chaperonin (MmCpn); purified Mm-Cpn ATPase, ADP Transcreener TR-FRET; Potency, µM (titrated, usually from 76.9 µM), without a hit: at the top dose activity, negative = inhibition, hits mostly inhibitors; hit rate 0.031% among 330,000; also: potency is read from the fitted curve at half-maximal effect; % is scaled to controls: 0 for no effect and ±100 for the full control effect; nearly all actives have a fitted effect of over 80% in size
#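 TR-FRET (320 nm excitation; 590 and 665 nm emission) reports ADP made from 10 uM ATP by 25 nM enzyme; compounds were preincubated 10 min, reaction run 30 min, both at 37°C.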
# TDP-43 yeast inh: TDP-43 toxicity inhibition in yeast; TDP-43 expressing yeast growth rescue, BacTiter-Glo, 24 h; AID 652104; Potency, µM (titrated, usually from 46.1 µM), for inactives: top-dose growth rescue (activation), actives largely listed as activators; hit rate 1.8% among 410,000; also: potency is read from the fitted curve at half-maximal effect; % of control where 0% means no effect; nearly all actives have a fitted effect of over 50% in size
#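 Luminescence from BacTiter-Glo reports growth of TDP-43-expressing yeast after 24 hr at 30 deg C with compound. Cells were raffinose-pregrown to mid-log, then seeded in galactose medium at OD600=0.02.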
# aSyn rescue: rescues yeast growth from alpha-synuclein toxicity; Yeast expressing alpha-synuclein, growth rescue, BacTiter-Glo, 24 h; Potency, µM (titrated, usually from 46.1 µM), inactives show at the top dose growth rescue (activation), hits mostly activators; hit rate 0.14% among 370,000; AID 652106; also: potency is read from the fitted curve at half-maximal effect; % of control where 0% means no effect; nearly all actives have a fitted effect of over 65% in size
#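 Rescue of yeast growth: cells expressing toxic alpha-synuclein, induced in galactose at OD600 0.02, incubated with compound 24 h at 30 C. ATP luminescence quantified growth; inhibitors of toxicity appear as activators.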
# Akt phos inh: inhibitors of Akt phosphorylation; hit rate 0.32% among 360,000; AID 651550; activity change, % for hits at 50 µM; Neuro2A IGF-stimulated pAkt S473 HTRF, 20 min; stronger effect = lower value; in the data active = activity change below about -80%; inconclusive = mostly about -51% to -80%; also: % is scaled to controls: 0 for no effect and ±100 for the full control effect
#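 Single-point screen (50 µM final compound) in Neuro2A cells stimulated 20 min with 6 nM IGF at 37 deg C. After lysis, Ser473-phosphorylated Akt read by HTRF (ex 330 nm, em 615/665 nm) as the 665/615 ratio.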
# Abeta rescue: compounds reversing amyloid beta toxicity in yeast; Potency, µM (series often up to 46.1 µM), inactives show top-dose growth rescue, usual class: activators; hit rate 0.063% among 410,000; AID 1347071; yeast expressing A-beta42, growth rescue, OD600, 48 h; response scale: 0% DMSO, 100% iron-clioquinol control; also: potency is read from the fitted curve at half-maximal effect; nearly all actives have a fitted effect of over 55% in size
#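 Yeast A-beta toxicity model in growth medium with pinned compounds, 48 h at 30 C; growth read as absorbance at 600 nm. Normalized to FeCl3/clioquinol equimolar mix (positive) and DMSO (negative).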
# FUS yeast rescue: rescues growth of FUS-expressing yeast; AID 1347120; Potency, µM (series often up to 76.6 µM), without a hit: at the highest dose growth rescue (activation), actives largely listed as activators; hit rate 0.24% among 390,000; S. cerevisiae FUS-expressing, growth rescue, OD600, 24 h;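 also: potency is read from the fitted curve at half-maximal effect; plate controls were DMSO vehicle for no effect and reference control for full effect; nearly all actives have a fitted effect of over 55% in size; some results filed as inactive show a strong effect at the top dose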
#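 Galactose (2%) drives FUS expression in yeast precultured in raffinose; seeding density OD 0.005. Test compounds incubated 24hr at 30C and 99% humidity before absorbance at 600 nm was measured.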
# PTHR1 agonist: activates the human parathyroid hormone receptor PTHR1. hit rate 0.075% among 410,000. AID 743266. Q03431. Potency, µM (series often up to 115 µM), for inactives: at the top dose activation, usual class: activators. HEK293 GP2 PTHR1 cells, GloSensor cAMP luminescence, 1 h; also: potency is read from the fitted curve at half-maximal effect; nearly all actives have a fitted effect of over 55% in size; some results filed as inactive show a strong effect at the top dose; inactives centre near -15; many of its hits are not listed in these tables
# Target sequence (Q03431 whole entry, looked up): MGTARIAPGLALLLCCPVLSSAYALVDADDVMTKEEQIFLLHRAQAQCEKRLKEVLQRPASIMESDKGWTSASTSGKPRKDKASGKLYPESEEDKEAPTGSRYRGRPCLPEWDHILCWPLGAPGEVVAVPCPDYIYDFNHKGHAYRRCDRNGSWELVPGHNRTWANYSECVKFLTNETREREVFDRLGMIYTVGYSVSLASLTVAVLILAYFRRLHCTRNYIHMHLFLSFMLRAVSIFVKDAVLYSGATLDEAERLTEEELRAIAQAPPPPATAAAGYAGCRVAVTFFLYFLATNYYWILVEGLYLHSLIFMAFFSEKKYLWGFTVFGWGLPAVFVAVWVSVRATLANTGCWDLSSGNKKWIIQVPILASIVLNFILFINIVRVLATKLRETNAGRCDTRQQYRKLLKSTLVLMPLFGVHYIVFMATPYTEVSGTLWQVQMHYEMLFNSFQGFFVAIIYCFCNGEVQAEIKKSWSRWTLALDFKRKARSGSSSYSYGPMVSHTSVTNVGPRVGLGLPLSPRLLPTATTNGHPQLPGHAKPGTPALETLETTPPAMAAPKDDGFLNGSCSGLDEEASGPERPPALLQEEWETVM
#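 HEK-293-derived GP2 cells expressing PTHR1 and a GloSensor cAMP reporter, 3,000/well, plated overnight, given luciferin plus IBMX (each 0.5 mM as added) for 1 h at 37 °C, then compound for 1 h at 37 °C. Luminescence was read after 15 min at room temperature.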
# HEK293 tox: cytotoxicity counter-screen for GLP-1 receptor inverse agonists. hit rate 0.13% among 410,000. Potency, µM (top dose mostly 38.3 µM), for the others: at the highest dose activity change, negative = inhibition, most hits filed as inhibitors. HEK293 cAMP-luciferase reporter cells, luminescence, 24 h;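 also: loss of luciferase light is scored as toxicity; potency is read from the fitted curve at half-maximal effect; % is scaled to controls: 0 for no effect and ±100 for the full control effect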
#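 1536-well qHTS counterscreen of the MLSMR; 200 cells/uL, 12 h pre-incubation, 23 nL cpd, 24 h at 37 deg C 5% CO2, luciferase detection reagent, 12 min RT, luminescence. Inhibition = undesired.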
# GLP-1R inv ag: GLP-1 receptor (human) inverse agonism | P43220 | HEK293 GLP-1R CRE-luciferase, luminescence, 24 h; GLP-1R form is constitutively active | Potency, µM (top dose mostly 38.3 µM), inactives show at the top dose activity change, negative = inhibition, most hits filed as inhibitors | hit rate 1.6% among 410,000 | AID 624417; also: potency is read from the fitted curve at half-maximal effect; % is scaled to controls: 0 for no effect and ±100 for the full control effect; nearly all actives have a fitted effect of over 55% in size
# Target sequence (P43220 whole entry, looked up): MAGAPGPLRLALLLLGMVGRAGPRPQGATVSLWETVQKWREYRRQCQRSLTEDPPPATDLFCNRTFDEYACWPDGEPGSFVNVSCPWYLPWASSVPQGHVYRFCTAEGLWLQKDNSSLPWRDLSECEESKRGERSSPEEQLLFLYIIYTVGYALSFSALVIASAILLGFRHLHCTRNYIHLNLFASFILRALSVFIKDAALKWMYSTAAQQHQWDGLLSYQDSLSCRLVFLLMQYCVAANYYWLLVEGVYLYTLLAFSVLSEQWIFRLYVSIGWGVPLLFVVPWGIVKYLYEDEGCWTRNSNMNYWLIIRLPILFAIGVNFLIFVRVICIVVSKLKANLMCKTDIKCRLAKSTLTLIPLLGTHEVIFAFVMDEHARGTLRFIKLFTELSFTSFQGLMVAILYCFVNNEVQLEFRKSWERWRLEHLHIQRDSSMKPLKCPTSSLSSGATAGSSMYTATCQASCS
#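 Assay principle: reduced luminescence from a cAMP-responsive reporter in HEK293 cells co-expressing a constitutively active GLP-1R. Conditions: 24 hr compound incubation, 37 deg C, 5% CO2.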
# Active calls of the source: *; i = inactive; ? = inconclusive; / = no result given; [ ] = dose if it differs, or a comment. Unless noted, calls follow the shape of the dose curve; as a rule, active = well fitted curve in the direction sought with a large enough effect; inconclusive = small, poorly fitted or top-dose-only effect, or another doubt; inactive = no such curve, though single readings can be large; an effect the other way counts as inactive or inconclusive. The list is partial; rates above refer to the full screens.
no.	SMILES	Mm-Cpn inhibitor	TDP-43 yeast inh	aSyn rescue	Akt phos inh	Abeta rescue
1	CCOC(=O)c1sc(=S)n(CC)c1NC(=O)c1ccccc1	-2.4%	20.9%	-2.2%	i	2.0%
2	CCNc1c(NS(=O)(=O)c2ccc(Br)s2)c(=O)oc2ccccc12	0.5%	0.3%	12.3%	i	-1.0%
3	CC[C@@H]1C=C(C(=O)O)[C@H](c2ccc(Cl)cc2)N1S(=O)(=O)c1ccc(C)cc1	0.9%	0.0%	-11.6%	i	8.8%
4	O=C(CSc1nnc(CNC(=O)C23CC4CC(CC(C4)C2)C3)n1-c1ccccc1)Nc1ccccc1	-0.6%	17.5%	0.0%	i	8.8%
5	CC1=C(C(=O)N(C)C)CC(CC(=O)NC2CC2)C(=O)N1CCC1=CCCCC1 (stereo not drawn)	/	21.3%	5.4%	i	-1.5%
6	Cc1ccccc1NC(=O)C(C)Sc1nnc(CN2CCCC2)n1Cc1ccccc1 (stereo not drawn)	/	19.5%	3.7%	i	0.1%
7	COc1ccc(Cl)cc1C(=O)NNC(=O)c1n[nH]c2ccccc12	?	19.0%	1.1%	i	-15.7%
8	COCc1cc(=O)n2c(-c3ccccc3OC)n[nH]c2n1	-0.8%	-10.8%	0.4%	/	2.8%

no.	FUS yeast rescue	PTHR1 agonist	HEK293 tox	GLP-1R inv ag
1	-5.9%	-3.4%	?	-15.4%
2	3.6%	-18.1%	-2.1%	?
3	-11.7%	i	-6.1%	-14.7%
4	41.8%	-7.3%	-15.2%	?
5	-20.5%	-12.7%	0.4%	1.1%
6	-25.1%	-1.1%	-19.8%	?
7	-26.0%	i	-14.8%	5.3%
8	29.4%	-5.0%[57.5 µM]	-9.7%	3.6%

# The last three entries of the part above open the next one:
no.	SMILES	Mm-Cpn inhibitor	TDP-43 yeast inh	aSyn rescue	Akt phos inh	Abeta rescue
6	Cc1ccccc1NC(=O)C(C)Sc1nnc(CN2CCCC2)n1Cc1ccccc1 (stereo not drawn)	/	19.5%	3.7%	i	0.1%
7	COc1ccc(Cl)cc1C(=O)NNC(=O)c1n[nH]c2ccccc12	?	19.0%	1.1%	i	-15.7%
8	COCc1cc(=O)n2c(-c3ccccc3OC)n[nH]c2n1	-0.8%	-10.8%	0.4%	/	2.8%
9	CCCCNC(=O)CSc1nc2cc3c(cc2c(=O)n1CCCCCC(=O)NCCc1ccc(OC)c(OC)c1)OCO3	/	9.7%	/	/	0.7%
10	COc1cc2c(cc1OC)CN(C(=O)CCNC(=O)c1ccc(Br)cc1)CC2	-2.9%	-9.4%	1.0%	i	-5.5%
11	Cc1ccc(NC(=O)CSc2nnc(NC(=O)CN3CCOCC3)s2)cc1	-0.6%	-8.6%	-1.0%	i	3.5%
12	COc1ccc(N2CCN(S(=O)(=O)c3ccc(OC)c(C(=O)N4CCCCC4)c3)CC2)cc1	3.3%	19.2%	2.2%	i	6.9%
13	COc1ccc(-n2c(C)cc(C=O)c2C)cc1Cl	-6.0%	11.5%	5.7%	i	-12.8%
14	O=C(COC(=O)CN1C(=O)c2ccccc2C1=O)Nc1cccc(F)c1	-1.9%	17.7%	11.3%	i	12.6%
15	Cc1ccc(N2C(=O)C(Cl)=C(NCc3ccccc3)C2=O)c(C)c1	0.8%	?	-10.9%	i	-1.9%
16	COc1ccc(N2CCN(C(c3cccs3)C(C)NS(=O)(=O)c3ccccc3)CC2)cc1 (stereo not drawn)	1.5%	24.5%	7.1%	i	27.5%

no.	FUS yeast rescue	PTHR1 agonist	HEK293 tox	GLP-1R inv ag
6	-25.1%	-1.1%	-19.8%	?
7	-26.0%	i	-14.8%	5.3%
8	29.4%	-5.0%[57.5 µM]	-9.7%	3.6%
9	-2.4%	i	3.0%	5.6%
10	-4.3%	-7.3%	-0.1%	-6.6%
11	20.0%	?	7.5%	2.6%
12	4.1%	-32.6%[inhibitor]	-8.9%	-8.9%
13	18.1%	i	-12.4%	-26.6%
14	-23.4%	-10.1%	-12.6%	15.2%
15	-15.8%	-32.8%[inhibitor][57.5 µM]	-3.4%	?
16	/	-14.5%	-5.8%	?

# Following part.
no.	SMILES	Mm-Cpn inhibitor	TDP-43 yeast inh	aSyn rescue	Akt phos inh	Abeta rescue
17	CC(=O)N1CCN(Cc2nc(-c3cccc(Cl)c3)no2)CC1	1.1%	/	-2.2%	i	-7.8%
18	COc1ccc(CCN(/C=C2\Sc3ccccc3C2=O)C(C)=O)cc1OC	-1.5%	0.6%	-9.6%	i	-18.6%
19	CC(=O)c1cccc(NC(=O)/C(=C\c2ccco2)NC(=O)c2cccs2)c1	-4.7%	4.3%	-8.1%	i	7.0%
20	O=c1[nH]cnc2c1ncn2C1OCC(O)C(O)C1O (stereo not drawn)	/	-6.3%	0.4%	i	-15.7%
21	COc1ccc(C2NC(=O)N(C)C3=C2C(=O)N(c2ccc(F)cc2)C3)cc1 (stereo not drawn)	/	19.4%	/	/	5.5%
22	O=C(/C=C/c1cccc([N+](=O)[O-])c1)N1CCN(Cc2ccccc2)CC1	0.3%	0.3%	-3.3%	i	-15.7%
23	COc1ccc(CN(C)C(=O)c2[nH]c(C)c(C(C)=O)c2C)cc1F	-0.6%	-2.3%	-1.9%	i	2.4%
24	COCCNC(=O)C1CCC(Cn2c(=S)[nH]c3ccccc3c2=O)CC1 (stereo not drawn)	-0.6%	-0.2%	2.0%	i	4.7%

no.	FUS yeast rescue	PTHR1 agonist	HEK293 tox	GLP-1R inv ag
17	18.8%	-15.9%	-11.8%	-3.5%
18	19.0%	-11.8%	-21.1%	-9.6%
19	21.8%	-3.6%[57.5 µM]	19.8%	15.4%
20	-13.2%	-11.5%	6.4%	0.0%
21	14.5%	i	4.8%	5.2%
22	-18.9%	?	10.1%	2.4%
23	-2.4%	-23.0%	23.5%	21.7%
24	7.4%	i	59.0%[activator]	1.8%

# Next section:
no.	SMILES	Mm-Cpn inhibitor	TDP-43 yeast inh	aSyn rescue	Akt phos inh	Abeta rescue
25	COc1cccc(CN2CC(C(=O)NC3CCCCCC3)CCC2=O)c1 (stereo not drawn)	-0.5%	0.2%	-3.2%	i	6.3%
26	O=[N+]([O-])c1cccnc1NCc1cccs1	-1.4%	?	1.8%	i	15.7%
27	N#CCCN(Cc1cccnc1)C(=S)NC(=O)c1ccccc1	-0.2%	6.5%	-0.3%	i	5.6%
28	O=C(NCCN1CCOCC1)c1ccc(Cl)c(S(=O)(=O)N2CCCCC2)c1	-1.0%	-9.6%	-3.0%	i	-12.3%
29	CCC(C)N(C(=O)c1csnn1)C(C(=O)NCc1ccc(F)cc1)c1ccco1 (stereo not drawn)	0.3%	9.6%	6.6%	i	-2.9%
30	O=C(COC(=O)c1ccc[nH]c1=O)Nc1cc(S(=O)(=O)N2CCCCCC2)ccc1Cl	-1.1%	26.9%	6.4%	i	2.0%
31	COc1ccc(C(=O)CN2C(=O)c3ccccc3S2(=O)=O)cc1Br	?	?	-6.2%	i	-5.2%
32	Cc1ccc(-c2csc3nc4cc(C(=O)NC5CCC(O)CC5)ccc4c(=O)n23)cc1 (stereo not drawn)	-4.7%	6.0%	13.2%	i	5.4%

no.	FUS yeast rescue	PTHR1 agonist	HEK293 tox	GLP-1R inv ag
25	-4.0%	i	0.2%	29.0%
26	-21.9%	i	-0.7%	-1.5%
27	7.8%	-19.3%	-15.6%	-0.9%
28	/	-58.9%[inhibitor]	6.3%	-5.9%
29	23.0%	-11.4%[57.5 µM]	0.9%	-0.3%
30	-9.0%	-17.7%	-3.4%	9.4%
31	/	-90.5%[inhibitor]	22.3%	-24.0%
32	-4.2%	i	11.3%	1.6%

# (next part)
no.	SMILES	Mm-Cpn inhibitor	TDP-43 yeast inh	aSyn rescue	Akt phos inh	Abeta rescue
33	O=C(NCCN1CCOCC1)c1cccc(Cl)c1	-1.8%	-10.2%	11.6%	i	4.5%
34	NC(=O)c1cc2ccncc2c2ccccc12	-1.1%	3.2%	5.8%	i	0.2%
35	CN(C)/C=C/C(=O)/C=C/c1ccc(Cl)cc1Cl	1.2%	13.1%[9.22 µM]	-58.4%[inhibitor]	i	-91.3%[inhibitor]
36	CCC(=O)N[C@@H]1C=C[C@@H](CC(=O)NCc2ccccc2F)O[C@@H]1CO	/	12.6%	-5.8%	i	0.9%
37	CCCCn1c(N)c(N(CCOC)C(=O)CCNC(=O)NC23CC4CC(CC(C4)C2)C3)c(=O)[nH]c1=O	/	-14.6%	19.2%	i	-2.8%
38	O=C(/C=C/c1ccccc1)Nc1cc(-c2nc3cc(Cl)ccc3o2)ccc1Cl	/	?	/	/	-12.3%
39	Cc1ccc(S(=O)(=O)c2cnc(SCC(=O)Nc3cccc(Cl)c3)nc2N)cc1C	/	?	/	/	?
40	Cc1cc([N+](=O)[O-])cnc1N1CCOCC1	-0.8%	-10.6%[0.397 µM]	-0.3%	i	-0.9%
41	O=C(CSc1nc2ccsc2c(=O)n1Cc1ccccc1F)NCc1ccccc1	/	-0.9%	/	/	-8.0%

no.	FUS yeast rescue	PTHR1 agonist	HEK293 tox	GLP-1R inv ag
33	13.2%	i	-3.9%	-6.3%
34	-26.7%	-10.4%	-14.3%	1µM*
35	27.6%	-69.2%[inhibitor]	-3.0%[7.66 µM]	13.7%[7.66 µM]
36	-9.5%	-0.7%	1.1%	3.4%
37	4.3%	-19.8%	-5.3%	3.3%
38	-15.0%	i	6.8%	16.4%
39	?	-45.7%[inhibitor]	0.6%	?
40	-10.0%	i	-7.2%	60.6%[activator]
41	7.7%	-12.2%	?	?

# Bioassay records: PubChem BioAssay, National Center for Advancing Translational Sciences (NCATS)
